APP 5'UTR act: APP 5'UTR luciferase reporter activation. activation, % at 2 µM. AID 1276. SH-SY5Y APP 5'UTR luciferase reporter, luminescence; zero percent = DMSO vehicle wells. hit rate 1% among 190,000;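 active = activation above a set limit, based on mean plus 3 SD of controls, cut at about 140% in these data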; also: values of inactives mirror those of a sister screen read the other way
STAT1 inh: reduces IFN-gamma driven STAT1 reporter signal; NIH 3T3 STAT1-luciferase reporter, luminescence; inhibition, % at 5.5 µM; hit rate 0.35% among 200,000; AID 920;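 active = inhibition above a set limit, the mean inhibition across all tested compounds plus 3 SD, cut at about 34% in these data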;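 also: 0% = IFN-gamma with DMSO and 100% = IFN-gamma with 300 µM nifuroxazide; values of inactives mirror those of a sister screen read the other way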
NF-kB neuron act: NF-kB expression increase, human neuronal cells; NF-kB reporter expression; active compounds read high; fold change at 12.5 µM; hit rate 1.6% among 190,000; AID 1239; in the data active = fold change above about 3.3
Hsp70 activator: transcriptional activators of Hsp70 | hit rate 0.04% among 200,000 | AID 1203 | HeLa Hsp70 promoter luciferase reporter, luminescence; scaled: vehicle 0, proteasome-inhibitor control 100% | activation, % at 10 µM;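 active = activation above the mean across all tested compounds plus 3 SD, cutoff set per campaign, cut at about 5.5% in these data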;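 also: 100% = MG132 at 30 µM as the positive control and 0% = DMSO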
STAT3 inh: reduces IL-6 driven STAT3 reporter signal | U3A cells, IL-6 STAT3-luciferase reporter, luminescence; host cell line lacks STAT1 | inhibition, % at 5.5 µM | hit rate 0.89% among 190,000 | AID 862;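 active = inhibition above the mean inhibition across all screened compounds plus 3 SD, cut at about 44% in these data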;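 also: 0% = DMSO only wells and 100% = 100 µM nifuroxazide control wells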
STAT3 act: increases IL-6 driven STAT3 reporter signal; U3A cells, IL-6 STAT3-luciferase reporter, luminescence; 100% = signal with IL-6 EC80 alone; activation (% of control), % at 5.6 µM; hit rate 0.91% among 190,000; AID 871;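 active = activation above the screen-wide mean of compound activation plus 3 SD, cut at about 130% in these data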;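 also: 0% = background luminescence of wells with medium and substrate only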
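Test system: STAT3-luciferase reporter U3A cells; Detection: reporter luminescence signal; Times: 1 h compound pre-exposure, 6 h IL-6 stimulation, 37 °C; Benchmarks: IL-6-only high control; Also added: IL-6 stimulus at 33 ng/mL final.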
STAT1 act: activators of IFN-gamma induced STAT1 signaling. NIH 3T3 STAT1-luciferase reporter, luminescence; 100% = IFN-gamma alone, no compound. activation (% of control), % at 5.5 µM. hit rate 2.6% among 200,000;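 active = activation above the screen-wide mean activation plus 3 SD, cut at about 130% in these data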;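 also: raw ratio to IFN-gamma control signal so 100% means no change and 0% no light; values of inactives mirror those of a sister screen read the other way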
TLR4 MyD88 comp: TLR4-MyD88 interaction inhibition in cells; HeLa CL3-4 TLR4/MyD88 BLA complementation, FRET ratio; O00206+Q99836; hit rate 0.18% among 200,000; inhibition, % at 8.4 µM; in the data active = inhibition above about 25%;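 also: 0% = vehicle and 100% = reference inhibitor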
Target sequence (O00206 whole entry, looked up): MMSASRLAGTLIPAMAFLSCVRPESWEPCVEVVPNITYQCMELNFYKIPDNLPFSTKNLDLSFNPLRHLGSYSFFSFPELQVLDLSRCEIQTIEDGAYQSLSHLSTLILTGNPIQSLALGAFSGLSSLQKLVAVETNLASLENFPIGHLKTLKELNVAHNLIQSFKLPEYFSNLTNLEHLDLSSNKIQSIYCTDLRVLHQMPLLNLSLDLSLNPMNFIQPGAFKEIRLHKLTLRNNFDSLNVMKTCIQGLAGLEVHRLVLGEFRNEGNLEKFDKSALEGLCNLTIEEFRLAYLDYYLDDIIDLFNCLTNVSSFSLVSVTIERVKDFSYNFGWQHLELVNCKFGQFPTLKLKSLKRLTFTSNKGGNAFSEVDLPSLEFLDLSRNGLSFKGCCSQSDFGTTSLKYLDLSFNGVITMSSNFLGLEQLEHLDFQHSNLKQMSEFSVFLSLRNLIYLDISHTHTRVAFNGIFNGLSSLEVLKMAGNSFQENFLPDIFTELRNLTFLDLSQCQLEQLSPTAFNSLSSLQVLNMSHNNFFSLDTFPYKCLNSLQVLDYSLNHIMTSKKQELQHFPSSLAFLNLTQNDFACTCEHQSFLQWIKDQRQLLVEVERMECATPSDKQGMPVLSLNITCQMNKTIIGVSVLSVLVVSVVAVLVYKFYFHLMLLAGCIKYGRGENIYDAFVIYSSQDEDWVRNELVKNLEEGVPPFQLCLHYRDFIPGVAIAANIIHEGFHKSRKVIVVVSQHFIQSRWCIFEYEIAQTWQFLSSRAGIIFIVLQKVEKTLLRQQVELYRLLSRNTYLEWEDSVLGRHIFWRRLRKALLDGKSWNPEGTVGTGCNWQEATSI
Target sequence (Q99836 whole entry, looked up): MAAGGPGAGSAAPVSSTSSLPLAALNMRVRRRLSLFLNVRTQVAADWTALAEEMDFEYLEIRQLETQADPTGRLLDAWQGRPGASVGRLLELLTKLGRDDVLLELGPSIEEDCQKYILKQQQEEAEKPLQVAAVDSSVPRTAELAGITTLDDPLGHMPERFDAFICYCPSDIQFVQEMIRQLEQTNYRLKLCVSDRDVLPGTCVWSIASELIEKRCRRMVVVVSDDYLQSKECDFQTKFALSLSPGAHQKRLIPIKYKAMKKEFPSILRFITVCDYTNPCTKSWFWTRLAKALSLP
Redox H2O2 prof: compounds producing H2O2 with reducing agent – biochemical, NIH compound library profiling, artefact control for MLSCN library redox annotation, primary screen; DTT-dependent redox cycling H2O2, phenol red/HRP absorbance; 100% = 100 µM peroxide control, 0% = buffer; activation, % at 10 µM; hit rate 0.03% among 200,000; AID 878;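 active = activation of at least 50% relative to the plate's high and low controls in the primary single-dose screen; inactive = activation below 50%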;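 also: compound incubated with DTT at 0.8 mM final as the reducing agent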
HMGR II inh: blocks class II HMG-CoA reductase of Enterococcus faecalis | purified E. faecalis HMGR, NADPH absorbance 340 nm kinetic | hit rate 0.41% among 190,000 | inhibition, % at 10 µM;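 active = inhibition above a set limit, the median over all tested compounds plus 3 SD, cut at about 9.5% in these data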;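 also: enzyme runs in reverse so mevalonate oxidation gives rising NADPH absorbance; 0% = complete reaction with DMSO and 100% = background rate lacking mevalonate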
Active calls of the source: *.

#	smiles	APP 5'UTR act	STAT1 inh	NF-kB neuron act	Hsp70 activator	STAT3 inh	STAT3 act	STAT1 act	TLR4 MyD88 comp	Redox H2O2 prof	HMGR II inh
1	CCCn1nc2cc(C(=O)NC3CCCc4ccccc43)ccc2c1OCC (stereo not drawn)	0.4	-0.4	1.23	-0.1	3.4	101.2	100.3	20.2	-4.4	5.3
2	Cc1csc(Sc2nc3c(c(=O)[nH]c(=O)n3C)n2CCCc2ccccc2)n1	8.9	4.8	0.95	-0.2	4.3	99.3	95.6	-6.2	-0.7	-3.5
3	CCOC(=O)c1cnn2c(N)c(C#N)cnc12	3.8	-11.0	0.93	0.4	-1.4	105.2	106.9	-6.9	0.2	-0.5
4	O=C(O)c1ccc(CS(=O)(=O)Cc2ccccc2F)o1	-9.4	1.2	1.19	-0.4	17.5	91.3	98.9	5.7	0.2	-2.9
5	O=C(c1ccco1)N1CCN(C(=O)N2c3ccccc3Sc3ccccc32)CC1	-93.4	-1.2	4.66*	0.3	-22.4	122.1	101.2	-1.6	14.4	-13.4
6	COc1ccc(C)cc1NC(=O)c1ccc(NC(=O)CC2SC(N3CCCC3)=NC2=O)cc1 (stereo not drawn)	6.2	-1.9	0.78	0.1	28.6	78.4	101.8	2.4	3.6	-0.2
7	CCOC(=O)CSc1nc(C)c(CC)c(C)c1C(N)=O	-3.5	3.9	0.99	0.1	1.0	103.2	93.5	-7.3	0.1	3.8
8	CCOC(=O)c1[nH]c(C)c(CN(CCc2ccccc2)C(=O)CCC(=O)O)c1C	7.7	-4.6	1.13	-0.1	-1.9	104.8	104.2	2.1	3.2	-6.8
9	O=C(c1cc(COc2ccc(F)cc2Cl)on1)N1CCc2ccccc2C1	1.2	-3.5	1.28	-0.3	5.9	98.6	101.7	4.8	-1.5	-1.5
10	CCOC(=O)c1cc(C#N)c(SCC(=O)c2cc(C#N)c(SC)nc2C)[nH]c1=O	5.9	-5.9	1.11	-0.3	-0.7	104.3	103.8	5.3	0.9	-3.8
11	O=C(Nc1nnc(-c2ccco2)s1)C1CCCCC1	108.0	-48.4	1.54	0.5	8.1	94.7	144.3*	-0.3	1.6	-7.8
12	COc1ccc(-c2nc(CSCC(=O)N3CCC(C(N)=O)CC3)c(C)o2)cc1OC	-2.5	9.6	0.85	-0.2	12.2	94.2	91.4	-3.7	-0.3	0.3
13	COc1cccc(C2CC(c3ccccc3)=NN2S(=O)(=O)c2ccccc2)c1OC (stereo not drawn)	-10.9	6.4	0.99	-0.3	16.1	95.3	93.3	-4.0	0.8	-8.7
14	COc1ccc(-c2oc(NC(=O)CSc3ncn[nH]3)c(C#N)c2-c2ccc(OC)cc2)cc1	-4.5	10.1	0.85	-0.5	8.3	96.1	90.9	0.2	1.7	-5.2
15	CCOc1ccccc1NC(=O)C1C2C=CC(O2)C1C(=O)O (stereo not drawn)	-3.0	-15.2	0.98	-0.1	2.6	101.5	114.1	8.1	0.3	-2.9
16	COc1cc(/C=C2\SC(=S)NC2=O)ccc1OS(=O)(=O)c1ccccc1	-9.0	5.3	0.75	-0.1	-6.3	103.0	95.3	-18.7	-0.2	5.1
17	CCN1CCN(c2nc3c(c(=O)[nH]c(=O)n3C)n2CCCSc2ncccn2)CC1	-3.0	1.1	0.88	-0.2	2.8	105.3	99.0	5.0	2.3	-6.7
18	COC(=O)Nc1nc2ccc(Sc3ccccc3)cc2[nH]1	-91.5	-38.0	1.37	0.3	-31.3	129.7	134.6*	2.5	-0.1	-7.1
19	CCOC(=O)c1c(-c2ccccc2)csc1NC(=S)NC(=O)c1ccccc1	6.7	0.7	0.47	0.4	-1.5	106.0	99.4	8.7	2.2	5.1
20	CCCCCC(C)NC(=O)c1ccoc1C (stereo not drawn)	14.6	-2.8	0.99	0.1	2.1	101.8	102.6	-6.9	4.4	10.6*

A draw from above in order of molecular weight, ascending:
#	smiles	APP 5'UTR act	STAT1 inh	NF-kB neuron act	Hsp70 activator	STAT3 inh	STAT3 act	STAT1 act	TLR4 MyD88 comp	Redox H2O2 prof	HMGR II inh
7	CCOC(=O)CSc1nc(C)c(CC)c(C)c1C(N)=O	-3.5	3.9	0.99	0.1	1.0	103.2	93.5	-7.3	0.1	3.8
1	CCCn1nc2cc(C(=O)NC3CCCc4ccccc43)ccc2c1OCC (stereo not drawn)	0.4	-0.4	1.23	-0.1	3.4	101.2	100.3	20.2	-4.4	5.3
9	O=C(c1cc(COc2ccc(F)cc2Cl)on1)N1CCc2ccccc2C1	1.2	-3.5	1.28	-0.3	5.9	98.6	101.7	4.8	-1.5	-1.5

New compounds follow
#	smiles	APP 5'UTR act	STAT1 inh	NF-kB neuron act	Hsp70 activator	STAT3 inh	STAT3 act	STAT1 act	TLR4 MyD88 comp	Redox H2O2 prof	HMGR II inh
21	Cn1c(=O)c2c(ncn2CC(COCc2ccccc2Cl)OCc2ccccc2Cl)n(C)c1=O (stereo not drawn)	-0.7	6.2	0.47	-0.2	8.7	95.8	94.4	-4.2	0.7	-2.3
22	O=C(Nc1ccc(C(=O)N2CCCC2)cc1)c1ccc2c(c1)OCO2	30.6	-3.3	1.35	0.1	14.1	92.7	103.1	-8.7	-0.1	-0.9
23	CCOC(=O)c1c(NC(=O)c2c(C)noc2C)sc2c1CCCCC2	8.8	0.3	0.99	0.8	10.1	94.5	99.7	-7.9	2.7	0.5
24	Cc1nnc(SCC(=O)c2cc(C)n(-c3c(C)n(C)n(-c4ccccc4)c3=O)c2C)s1	-0.7	-2.1	0.96	-0.2	0.1	105.6	103.2	1.4	-2.6	1.8
25	Nc1nc2nc(-c3ccc(F)cc3)cc(C(F)(F)F)n2n1	24.0	-11.9	1.15	-0.2	20.9	87.5	109.1	4.0	-0.7	-2.3
26	c1ccc(OCc2nnc(-c3ccccc3)o2)cc1	67.0	-28.9	2.27	0.0	-3.7	110.1	126.6	-9.3	-0.7	-3.4
27	CCOC(=O)C(=CNc1cc(C)nn1-c1ccc(Cl)cc1)C(=O)OCC	0.8	58.9*	0.64	-0.5	2.4	104.0	45.6	-5.1	0.1	1.0
28	CCOC(=O)CNc1ncnc2nc[nH]c12	6.2	-19.4	1.39	0.9	9.1	92.7	119.2	-3.5	-0.2	0.2
29	O=C(C1CCCN(S(=O)(=O)c2cccc3nsnc23)C1)N1CC=C(c2ccccc2)CC1 (stereo not drawn)	9.7	7.3	0.62	-0.5	11.9	93.2	93.3	-6.6	2.7	1.2
30	CCOC(=O)c1cnn(-c2cc(C)c3ccccc3n2)c1N	5.4	2.2	1.8	-0.2	-75.0	169.6*	98.0	0.9	1.2	0.0
31	COc1ccccc1NS(=O)(=O)c1cccc(NC(=S)NCCN2CCOCC2)c1	4.2	4.4	1.41	0.2	19.3	89.7	96.0	10.7	-0.7	-4.3
32	COC(=O)c1ccccc1NC(=O)CSCC(=O)Nc1ccccc1OC	3.5	-1.2	0.96	-0.2	9.8	97.1	101.1	4.7	-0.1	0.0
33	CCCOn1c(-n2nc(C)cc2C)nc2ccccc2c1=O	-36.6	-2.5	1.04	-0.3	1.3	101.9	102.3	-4.5	0.4	-5.8
34	CC(C)[C@H](NC(N)=O)C(=O)Nc1ccc(F)c(Cl)c1	0.4	-10.7	1.05	-0.3	-14.3	118.1	109.7	0.4	-0.4	-4.0
35	CC(C)(C)C1(C)OC(C(=O)NC2CCCCC2)C(C(=O)NC2CCCCC2)O1 (stereo not drawn)	6.4	6.4	0.84	-0.2	8.4	95.4	94.3	1.7	-5.1	-4.6
36	Cc1nnc(SCC(=O)N2CCC(c3noc4ccc(F)cc34)CC2)s1	0.1	16.0	0.75	-0.5	5.1	96.6	85.3	-1.9	0.2	-1.0
37	CCOC(=O)CSC1=C(C#N)C(c2ccccc2C)C2=C(CCCC2=O)N1 (stereo not drawn)	30.6	2.6	1.29	-0.2	5.3	96.1	97.6	6.3	3.4	-0.4
38	CCOC(=O)C1(C(F)(F)F)N=C(N(C)C)OC(N(C)C)=N1	3.3	3.1	0.98	0.1	7.2	94.5	97.2	-5.7	-3.9	-5.0
39	CC1=C(NCCc2ccccc2)CCC1=O	-16.1	4.4	0.68	-0.1	12.9	91.0	96.0	3.3	-0.1	-0.8
40	CCOP(=O)(OCC)C(NC(=O)C(F)(F)F)c1ccccc1 (stereo not drawn)	-19.3	-4.2	1.36	-0.4	0.0	102.7	103.8	6.4	0.2	3.2
41	CCOc1ccc(C(C)=O)cc1CC(C(N)=O)C(N)=O	7.9	-2.2	0.94	-0.2	9.0	98.6	102.0	4.9	0.2	-3.7
42	CC1(C(=O)O)CCC(C(=O)NCCc2ccccc2)C1(C)C (stereo not drawn)	-1.6	-1.3	1.07	-0.2	-0.6	101.4	101.2	5.0	-0.1	-0.6
43	Cc1ccc(NC(=S)Nc2cc(-c3ccccc3)[nH]n2)cc1Cl	16.9	-8.2	1.12	-0.2	6.3	96.6	106.0	-5.0	0.6	-1.4
44	COC(=O)Cc1c(O)ccn(Cc2cccc(C(F)(F)F)c2)c1=O	6.2	-8.9	1.08	0.2	10.6	99.8	106.5	-16.6	-0.3	-0.1
45	Cc1ccc2cc(C#N)c(NCc3ccco3)nc2c1	3.8	-2.0	1.13	0.0	18.3	85.8	101.8	2.3	2.0	0.4
46	C/C(=N\OC(=O)C1CC1)C1CC1c1ccc(F)cc1 (stereo not drawn)	1.3	-5.2	0.9	-0.2	-2.5	102.5	105.6	-4.8	-1.3	-10.1
47	C1=C(c2ccccc2)CCN(c2nc3ccccc3n3cnnc23)C1	10.7	-0.4	0.55	-0.3	-18.0	123.0	100.4	-10.9	-0.8	2.2
48	CCC(=O)NS(=O)(=O)c1cccnc1Nc1ccc(Cl)cc1	2.0	3.8	1.21	-0.2	5.1	102.2	96.5	7.8	0.2	3.0
49	O=C(N/N=C/c1sc2ccccc2c1O)c1ccccc1	-52.6	-25.6	1.21	-0.2	-14.6	114.1	122.9	-8.3	0.0	0.7
50	CCOc1ccc(C(=O)NCC(c2cccs2)N(C)C)cc1 (stereo not drawn)	-3.5	-7.7	1.02	0.1	6.0	102.3	107.0	4.1	0.1	-2.9
51	CCOc1ccc(N(C(=O)Nc2ccccc2)C2=NCCC2)cc1	20.4	-5.2	1.45	0.0	4.7	99.0	104.8	-1.2	1.2	-0.5
52	O=C(NCc1ccc2c(c1)OCO2)C1CCCN(S(=O)(=O)c2cccc3cccnc23)C1 (stereo not drawn)	-5.8	-6.1	0.67	0.3	15.9	91.0	105.5	-5.0	-0.2	-5.7
53	COc1ccc(CNCc2c(C(=O)N(C)C)nc3ccc(Cl)cn23)c(OC)c1	11.6	4.4	1.01	-0.4	1.1	104.2	95.8	-10.9	-0.2	-3.3
54	O=C(COC(=O)[C@@H]1CCCN1S(=O)(=O)c1ccccc1F)Nc1ccc(OC(F)F)cc1	-20.6	4.2	1.08	-0.5	-8.8	108.4	94.7	7.2	-0.1	-5.0
55	Fc1ccc(CSc2ccc(-c3ccco3)nn2)cc1	38.0	-29.9	2.07	-0.1	15.9	85.5	127.3	-10.0	0.9	-7.0
56	COc1cccc(NS(=O)(=O)c2cn(C)c(=O)n(C)c2=O)c1	-8.4	-1.2	1.19	-0.1	8.3	100.5	101.1	-4.0	-0.1	0.7
57	O=C(CC1SC(=Nc2ccccc2)N(CCO)C1=O)Nc1ccccc1 (stereo not drawn)	7.8	-0.9	0.98	-0.2	3.5	103.2	98.9	-0.1	0.0	0.9

Screening results deposited in PubChem BioAssay by several laboratories.
